IDE cell activ = IDE (human) activation, cell-based | P14735 | HEK cells, FAbeta-B cleavage, fluorescence polarization; 0% vehicle, 100% cell-free pure enzyme wells | activation, % at 5.96 µM | hit rate 0.073% among 340,000 | AID 493087;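 active means activation above the mean of all tested compounds plus 3 SD, set per screening campaign, cut at about 17% in these data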
Target sequence (P14735 whole entry, looked up): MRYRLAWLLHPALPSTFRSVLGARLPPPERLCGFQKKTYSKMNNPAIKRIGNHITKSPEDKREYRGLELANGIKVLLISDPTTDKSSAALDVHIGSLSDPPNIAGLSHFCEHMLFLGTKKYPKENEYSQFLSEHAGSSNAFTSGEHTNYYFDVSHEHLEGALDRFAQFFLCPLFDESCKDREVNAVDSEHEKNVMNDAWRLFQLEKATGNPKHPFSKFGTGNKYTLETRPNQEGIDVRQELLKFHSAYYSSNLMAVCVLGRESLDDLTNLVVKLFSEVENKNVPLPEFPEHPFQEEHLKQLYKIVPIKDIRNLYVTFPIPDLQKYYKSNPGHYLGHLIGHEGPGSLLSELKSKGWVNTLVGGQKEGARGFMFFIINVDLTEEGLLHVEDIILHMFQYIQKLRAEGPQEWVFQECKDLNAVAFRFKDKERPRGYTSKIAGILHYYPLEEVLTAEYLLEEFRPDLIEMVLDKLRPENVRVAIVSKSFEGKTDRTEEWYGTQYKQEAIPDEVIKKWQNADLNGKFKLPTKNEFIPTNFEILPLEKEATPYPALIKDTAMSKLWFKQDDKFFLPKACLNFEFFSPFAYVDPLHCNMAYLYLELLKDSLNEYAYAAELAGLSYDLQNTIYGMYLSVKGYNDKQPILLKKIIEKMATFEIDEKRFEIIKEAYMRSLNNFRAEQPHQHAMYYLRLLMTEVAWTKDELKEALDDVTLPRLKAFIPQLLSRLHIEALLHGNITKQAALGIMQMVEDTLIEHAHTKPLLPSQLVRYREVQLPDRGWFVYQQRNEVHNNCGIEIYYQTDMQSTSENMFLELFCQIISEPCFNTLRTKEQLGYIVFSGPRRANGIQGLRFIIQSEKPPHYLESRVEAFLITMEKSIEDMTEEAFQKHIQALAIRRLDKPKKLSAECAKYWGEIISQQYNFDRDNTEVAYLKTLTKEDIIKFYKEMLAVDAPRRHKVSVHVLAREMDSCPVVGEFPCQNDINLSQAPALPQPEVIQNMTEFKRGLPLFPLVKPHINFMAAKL
An asterisk follows results filed as active.

Sample of the layout, 4 compounds:
For CC[C@]1(C(=O)OC)[C@H]2C(=O)N(C)C(=O)[C@H]2[C@H]2CN=C(SCc3ccc(Cl)cc3)N21 the results were IDE cell activ 2.
`Nc1ccc2c(c1)[nH]c(=O)c1ccccc12` gave IDE cell activ 5.
`CC(=O)OCC(=O)C1(O)CCC2C3CCC4=CC(=O)CCC4(C)C3(F)C(O)CC21C` (stereo not given) gave IDE cell activ -3.
For CCc1nc(N)nc(N)c1-c1ccc(NCCN)c([N+](=O)[O-])c1 the results were IDE cell activ 7.

The listing, from the first entry:
For CC[C@]1(C(=O)OC)[C@H]2C(=O)N(C)C(=O)[C@H]2[C@H]2CN=C(SCc3ccc(Cl)cc3)N21 the results were IDE cell activ 2.
`Nc1ccc2c(c1)[nH]c(=O)c1ccccc12` gave IDE cell activ 5.
`CC(=O)OCC(=O)C1(O)CCC2C3CCC4=CC(=O)CCC4(C)C3(F)C(O)CC21C` (stereo not given) gave IDE cell activ -3.
For CCc1nc(N)nc(N)c1-c1ccc(NCCN)c([N+](=O)[O-])c1 the results were IDE cell activ 7.
`CN1CCC[C@H]1CCNc1ccc2c(=O)c3ccccc3n(C)c2c1` gave IDE cell activ -4.
For Cc1c(Cl)cccc1NC(=O)C1CC(=O)N(C2CCCC2)C1 (stereo not given) the results were IDE cell activ 3.
`CN(CCC#N)C(=O)COC(=O)c1c2c(nc3ccccc13)/C(=C\c1ccco1)CC2` gave IDE cell activ -8.
`CCOc1ccccc1N=C1SCC(C)N1C(=O)C1CCN(c2ncnc3sc(C)c(C)c23)CC1` (stereo not given) gave IDE cell activ 0.
Screening COc1cc(CN2c3ccccc3C(=O)CS2(=O)=O)cc(OC)c1 returned IDE cell activ 3.
For Cc1ccc(NC(=S)NNC(=S)Nc2ccc(C)cc2)cc1 the results were IDE cell activ -5.
For O=C(C=Cc1cccnc1)c1ccccc1 the results were IDE cell activ 0.
For O=C(/C=C/c1ccccc1O)c1ccccc1 the results were IDE cell activ 3.

Of the compounds above, 4 have sulfur:
For CC[C@]1(C(=O)OC)[C@H]2C(=O)N(C)C(=O)[C@H]2[C@H]2CN=C(SCc3ccc(Cl)cc3)N21 the results were IDE cell activ 2.
`CCOc1ccccc1N=C1SCC(C)N1C(=O)C1CCN(c2ncnc3sc(C)c(C)c23)CC1` (stereo not given) gave IDE cell activ 0.
Screening COc1cc(CN2c3ccccc3C(=O)CS2(=O)=O)cc(OC)c1 returned IDE cell activ 3.
For Cc1ccc(NC(=S)NNC(=S)Nc2ccc(C)cc2)cc1 the results were IDE cell activ -5.

(further entries)
`CN(C)CCNC(=O)c1cccc2nc3cccc(F)c3nc12` gave IDE cell activ 7.
`CC(OC(=O)CCN1C(=O)C2CC=CCC2C1=O)C(=O)Nc1ccc(F)cc1` (stereo not given) gave IDE cell activ 3.
Screening Cn1cnnc1SCc1ccc(C(=O)N/N=C(/CCC(=O)O)c2ccc(C(C)(C)C)cc2)cc1 returned IDE cell activ -5.
Screening COc1ccc(C(CCN2CCOCC2)c2c(OC)cc(OC)c3c(-c4ccccc4)cc(=O)oc23)cc1 (stereo not given) returned IDE cell activ 5.
For CCN1C[C@@H]2[C@@H]3C(=O)N(C)C(=O)[C@@H]3[C@](C)(C1=O)N2C(=O)c1ccccc1 the results were IDE cell activ -4.
C(=NN1CCCCCC1)c1cccc2ccccc12 was read as IDE cell activ 5.
Oc1ccc(C[C@H]2CNC(=S)N2CC2CCCN2C[C@H](Cc2ccc(O)cc2)N2C[C@H](Cc3ccccc3)N(CC3CCCCCC3)C2=S)cc1 (stereo not given in full) was read as IDE cell activ 3.
Screening CC1=NN(c2ccc([N+](=O)[O-])cc2)C(=O)C1 returned IDE cell activ -1.
CC1CN(C(=O)[C@@H]2CCCN2S(=O)(=O)c2ccc(Cl)cc2)CC(C)O1 (stereo not given in full) was read as IDE cell activ 0.
`O=C(Cc1cccc(NC(=O)C2CCCN(C(=O)C3CC3)C2)c1)Nc1cccc(C(=O)N2CCOCC2)c1` (stereo not given) gave IDE cell activ 2.
Nc1ncnc2c1ncn2[C@@H]1O[C@H](CNC(=O)[C@@H]2CCN2)[C@@H](O)[C@H]1O was read as IDE cell activ -2.
`O=C(O)C1CCC(C(=O)O)O1` (stereo not given) gave IDE cell activ 6.
`CCOc1ccccc1C=NNC(=O)C1CC1` gave IDE cell activ 1.
CC1CCC(NS(=O)(=O)c2ccc(Cl)s2)CC1 (stereo not given) was read as IDE cell activ 4.
Screening O=C(NCc1ccccn1)C1CCN(S(=O)(=O)c2ccccc2C(F)(F)F)CC1 returned IDE cell activ -3.
For CC(=O)Nc1ccc(/C(N=Nc2ccccc2)=N/N=C(N)N)cc1 the results were IDE cell activ 0.
Screening COc1cc(-c2cc(C(=O)N3CCCCCC3)c3ccccc3n2)cc(OC)c1OC returned IDE cell activ -5.
`O=C(CN1C(=O)C(=O)N(C2CCCC2)C1=O)Nc1ccc([N+](=O)[O-])cc1` gave IDE cell activ 3.
For CCN1C[C@@H]2[C@@H]3C(=O)N(C)C(=O)[C@@H]3[C@](C)(C1=O)N2C(=O)c1ccc(Br)cc1 the results were IDE cell activ 4.
For COc1cc(NC(=O)COC(=O)C2CC(O)CN2S(=O)(=O)c2ccc(Cl)cc2)c(C)cc1[N+](=O)[O-] (stereo not given) the results were IDE cell activ 2.
`COc1cc(OC)cc(C(=O)NCC(=O)NCCN2C(=O)S/C(=C\c3ccc4c(c3)OCO4)C2=O)c1` gave IDE cell activ 2.
Cc1ccc(S(=O)(=O)c2ccsc2NC(=O)c2ccccc2)cc1 was read as IDE cell activ 0.
COc1ccc(CN2CCC3CC2c2cc(-c4cccc(C)c4)ccc23)cc1 (stereo not given) was read as IDE cell activ 5.
For O=C(O)c1cccc2c1-c1ccc(Cl)cc1C2=O the results were IDE cell activ 4.
Screening CCOc1ccc2c(S(=O)(=O)O)cccc2c1[N+](=O)[O-] returned IDE cell activ 2.
Screening Cc1ccc(NC(=O)c2ncn(CCCNCC3CCCO3)n2)cc1C (stereo not given) returned IDE cell activ 1.
Screening CCN(CC)c1ccc(C=C2SC(=S)NC2=O)cc1 returned IDE cell activ -105.
`COC(=O)c1cc2c([nH]c1=O)CCCC2=O` gave IDE cell activ 0.
Cc1c(NS(=O)(=O)c2cc(C(=O)NCc3cccc(Cl)c3)ccc2Cl)c(=O)n(-c2ccccc2)n1C was read as IDE cell activ 1.
For CC=CC1OCC(CC)C(CCC)O1 (stereo not given) the results were IDE cell activ 1.
CN(C(=O)c1cccc(NC(=O)Cc2cccc(NC(=O)C3CCN(C(=O)c4ccccc4)CC3)c2)c1)C1CC1 was read as IDE cell activ -2.
For O=C(Nc1ccccc1)c1cc2ccccc2s1 the results were IDE cell activ 1.
For CC(=O)OCC1OC(COC(C)=O)(c2ccc(C)cc2)C(OC(C)=O)C1OC(C)=O (stereo not given) the results were IDE cell activ 1.
For Cc1cnc(C(=O)N(CC(C)C)c2c(N)n(CC(C)C)c(=O)[nH]c2=O)cn1 the results were IDE cell activ -3.
Cc1cc(C)c2c(c1)OC(=O)CC2c1ccc2c(c1)OCO2 (stereo not given) was read as IDE cell activ 6.
For Cc1ccc(C)c(OCC(=O)N(Cc2ccccc2)c2c(N)n(Cc3ccccc3)c(=O)[nH]c2=O)c1 the results were IDE cell activ 5.
For Cc1ccc(NC(=O)CSCC(=O)Nc2ccccc2C(=O)NC2CC2)cc1 the results were IDE cell activ 1.
`COc1ccccc1C(CNC(=O)C1CCN(C(=O)Nc2ccccc2)CC1)N1CCCC1` (stereo not given) gave IDE cell activ 2.
CN(C)c1ccc(C=NN2CCCCCC2)cc1 was read as IDE cell activ 3.
Screening OC[C@@H]1[C@@H](c2ccc(F)cc2)C(c2ccccc2)=NN1c1ccccc1 returned IDE cell activ -4.
Screening Cn1c(=O)c2[nH]c(CCCc3nc4ccccc4[nH]3)nc2n(C)c1=O returned IDE cell activ 4.
`CC(Oc1ccccc1)C(=O)Nc1nc(-c2ccccn2)cs1` (stereo not given) gave IDE cell activ 3.
`N#CCCN(C(=S)Nc1ccc(S(=O)(=O)N2CCOCC2)cc1)c1ccccc1F` gave IDE cell activ 2.
`CCOC(=O)/C(=N/Nc1ccc(Br)cc1)N1CC(C)OC(C)C1` (stereo not given) gave IDE cell activ 6.
COc1ccc(CCNC(=O)COc2cccc(-n3cnnn3)c2)cc1 was read as IDE cell activ 5.
`Nc1ncnc2c1ncn2[C@@H]1O[C@H](CNC(=O)[C@@H]2CCCN2S(=O)(=O)c2ccc(F)cc2)[C@@H](O)[C@H]1O` gave IDE cell activ -1.
`CCOc1cc(N2CCOCC2)c(OCC)cc1NC(=O)C(NC(=O)c1c(F)cccc1F)C(C)C` (stereo not given) gave IDE cell activ 8.
`CCOC(=O)C1=C(C)Nc2ccccc2N/C1=N\S(=O)(=O)c1ccccc1` gave IDE cell activ -1.
For CC1CC(NC(=O)c2c(O)nc3ccccn3c2=O)CC(C)(C)C1 (stereo not given) the results were IDE cell activ -2.
Screening C[C@H](NC(=O)c1ccco1)C(=O)Nc1nc(-c2ccccn2)cs1 returned IDE cell activ 5.
For O=C1C=CC2(C=C1)O[C@H](Cc1ccccc1)[C@@H](Cc1ccccc1)O2 the results were IDE cell activ -7.
For CN(CC(=O)Nc1cccc(F)c1)C(=O)c1ccc(C(=O)c2ccccc2)cc1 the results were IDE cell activ 6.
`O=C(NCCc1ccccc1O)c1cc2c(cc1[N+](=O)[O-])OCO2` gave IDE cell activ 7.
`Cc1ccc(S(=O)(=O)N2CCN(C(=O)CCOc3ccccc3C)CC2)cc1C` gave IDE cell activ -1.
For Cc1c(N2C(=O)/C(=C/c3ccc(N(C)C)cc3)N(C)C2=S)c(=O)n(-c2ccccc2)n1C the results were IDE cell activ -20.
Screening CCOC(=O)C1=C(O)C(=O)C(C(=O)OCC)C1 (stereo not given) returned IDE cell activ -4.
For COc1ccc(C(=O)OCC(=O)NCC2CCCCC2)c(OC)c1 the results were IDE cell activ 3.
`O=C(O)c1cc([N+](=O)[O-])ccc1Oc1ccccc1` gave IDE cell activ 6.
`CCCn1cnc2c(Sc3c([N+](=O)[O-])ncn3C)nc(N)nc21` gave IDE cell activ 2.
`O=C1CCN(Cc2ccco2)C(=S)N1` gave IDE cell activ 5.
Screening Fc1ccc(NC(=S)NN=Cc2ccccc2Cl)cc1 returned IDE cell activ -12.
For COc1cccc(C(=O)c2c(-c3ccccc3)ncc3cc(OC)c(OC)cc23)c1 the results were IDE cell activ 2.
Screening COc1cc(/C=C/CNC[C@H]2O[C@@H](n3cnc(C(N)=O)n3)[C@H](O)[C@@H]2O)ccc1O returned IDE cell activ 4.
`COC(=O)[C@H](CO)NS(=O)(=O)c1ccc(C)cc1` gave IDE cell activ 1.
Screening CN1C[C@@H]2[C@@H]3C(=O)N(Cc4ccccc4)C(=O)[C@@H]3[C@](Cc3ccccc3)(C1=O)N2C(=O)c1ccccc1 returned IDE cell activ 6.
Screening O=C1c2ccccc2[C@@H]2C[C@H]3O[C@H]3CCN12 returned IDE cell activ -2.
Screening Nc1ncnc2c1ncn2[C@@H]1O[C@H](CNS(=O)(=O)c2cc3ccccc3s2)[C@@H](O)[C@H]1O returned IDE cell activ 5.
For Cc1ccc(CN(C)C(=O)c2cccc(S(=O)(=O)N3CCN(c4ccccc4)CC3)c2)cc1 the results were IDE cell activ 2.
`Cn1c(N)c(C(=O)COC(=O)Cc2ccc(F)cc2)c(=O)n(C)c1=O` gave IDE cell activ 2.
`O=[N+]([O-])c1ccc(C=NNC(=S)Nc2ccc(F)cc2)cc1` gave IDE cell activ 0.
Cc1ccc(CNC(=O)c2ccc(S(=O)(=O)N3CCCCC3)cc2)cc1 was read as IDE cell activ -4.
Screening Cc1cccc(NS(=O)(=O)c2cccc(C(=O)NCC3(N4CCOCC4)CCCCC3)c2)c1 returned IDE cell activ 8.

An excerpt from above in order of molecular weight, highest first:
Screening CN1C[C@@H]2[C@@H]3C(=O)N(Cc4ccccc4)C(=O)[C@@H]3[C@](Cc3ccccc3)(C1=O)N2C(=O)c1ccccc1 returned IDE cell activ 6.
Screening Cc1cccc(NS(=O)(=O)c2cccc(C(=O)NCC3(N4CCOCC4)CCCCC3)c2)c1 returned IDE cell activ 8.
For Cc1ccc(CN(C)C(=O)c2cccc(S(=O)(=O)N3CCN(c4ccccc4)CC3)c2)cc1 the results were IDE cell activ 2.
`Cn1c(N)c(C(=O)COC(=O)Cc2ccc(F)cc2)c(=O)n(C)c1=O` gave IDE cell activ 2.
`O=[N+]([O-])c1ccc(C=NNC(=S)Nc2ccc(F)cc2)cc1` gave IDE cell activ 0.
`COC(=O)[C@H](CO)NS(=O)(=O)c1ccc(C)cc1` gave IDE cell activ 1.

Remaining list, next part:
CC(=O)c1cc(C)c(OC(=O)c2ccccc2)c(C)c1 was read as IDE cell activ 4.
`O=C1NC(c2ccccc2)N=C2Oc3ccccc3C=C12` (stereo not given) gave IDE cell activ -4.
For CC(=O)C1CCC2C3CCC4=CC(=O)CCC4(C)C3(Br)C(=O)CC12C (stereo not given) the results were IDE cell activ 1.
Screening COCCCNC(=O)CC1C[C@H](C(=O)N2CCOCC2)[C@@]2(C)c3[nH]c4ccc(OC)cc4c3CCN2C1=O (stereo not given in full) returned IDE cell activ 4.
`CCC(O)(Cc1ccccn1)Cc1ccccn1` gave IDE cell activ 3.
CN(NC(=O)NN(C)C(=O)c1ccccc1)C(=O)c1ccccc1 was read as IDE cell activ -1.
`O=C1CCCCC1Nc1ccc(Br)cc1` (stereo not given) gave IDE cell activ 0.
For O=C1N[C@@H](Cc2ccccc2)C(=O)N2CCCC12 (stereo not given in full) the results were IDE cell activ 4.
Screening O=C1NC(=O)C(=Cc2ccccc2)N1 returned IDE cell activ -3.
Screening CC(Nc1ccc(Br)cc1)C(=O)Nc1cccc(S(=O)(=O)N2CCOCC2)c1 (stereo not given) returned IDE cell activ -1.

High-throughput results (PubChem)

Some of the compounds tested; count on the stated rates, not on these rows.
